Tau FP inhib – inhibitors of human tau fibril formation; P10636; K18 P301L tau heparin fibrillization, Alexa594 FP, 6 h; Potency, µM (titrated, usually from 57.7 µM), for the others: at the highest dose activity, negative = inhibition, most hits filed as inhibitors; 280,000 tested, 0.39% active; AID 1468; also: % is scaled to controls: 0 for no effect and ±100 for the full control effect; nearly all actives have a fitted effect of over 55% in size
Target sequence (P10636 561-689 P618L limits assumed): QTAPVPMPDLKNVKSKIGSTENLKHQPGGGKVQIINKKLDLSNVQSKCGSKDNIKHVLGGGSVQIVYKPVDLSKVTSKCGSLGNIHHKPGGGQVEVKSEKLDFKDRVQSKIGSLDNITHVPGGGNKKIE
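FP of Alexa 594-tau after heparin (20 uM) induction. Substrate: human K18 P301L, 15 uM unlabeled, 0.24 uM labeled. Buffer 100 mM sodium acetate pH 7. 6 hr, 37 C.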
HTT cytoprotect – protects HTT-Q103 PC12 cells, measured by ATP; AID 1471; 230,000 tested, 0.14% active; Potency, µM (doses to about 56.4 µM), inactives show cytoprotection (ATP increase), hits mostly activators; PC12 HTT-Q103 induced, cytoprotection, ATP luminescence, 40 h;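 also: % of control where 0% means no effect; nearly all actives have a fitted effect of over 45% in size; toxic huntingtin expression switched on by the ecdysone agonist tebufenozide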
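Stable PC12 Q103-GFP cells in serum-supplemented, phenol red-free DMEM; induction by tebufenozide at 100 nM final; compound dose series; cell viability quantified luminescently from ATP.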
aGlu spleen mod – lysosomal alpha-glucosidase (human) modulation; P10253; human spleen homogenate, 4-MU-alpha-glucoside fluorescence; Potency, µM (top dose mostly 79.9 µM), without a hit: at the highest dose activity change, negative = inhibition, usual class: inhibitors; 240,000 tested, 0.006% active;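 also: 0% = enzyme with vehicle and -100% = no enzyme basal signal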
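AC50 values come from Hill-equation fits of concentration-response data, normalized to no-enzyme and full-activity controls. Enzyme source: 1 ug human spleen homogenate; 1 mM fluorogenic 4-MU glucoside, pH 5.0 citrate buffer, 37 C, 40 min.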
Tau ThT inhib – blocks human tau fibril formation measured by thioflavin T; P10636; recombinant tau K18 P301L, heparin-induced fibrillization, ThT fluorescence; Potency, µM (doses to about 57.4 µM), inactives show at the highest dose activity, negative = inhibition, actives largely listed as inhibitors; 270,000 tested, 2.1% active; AID 1460; also: % is scaled to controls: 0 for no effect and ±100 for the full control effect; nearly all actives have a fitted effect of over 55% in size
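Heparin-induced fibrillization of the P301L-mutant K18 repeat-domain fragment of human tau was followed by ThT binding in quantitative high-throughput format.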
Tau fluor counter – counter-screen for tau fibril formation inhibitors; 280,000 tested, 0.93% active; AID 1463; tau K18 P301L Alexa594 fluorescence, heparin fibrillization; Potency, µM (doses to about 57.7 µM), inactives show top-dose activity change, negative = decrease; also: % is scaled to controls: 0 for no effect and ±100 for the full control effect; nearly all actives have a fitted effect of over 55% in size
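Human tau K18 P301L (15 uM unlabeled, 0.24 uM Alexa 594-labeled) in 100 mM sodium acetate pH 7 with 20 uM heparin, 6 hr at 37 C. ThT 30 uM added, 1 hr ambient; Alexa 594 FP and total fluorescence read at 555/632 nm.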
GAA inhib – blocks human lysosomal alpha-glucosidase. purified human GAA, 4-MU-alpha-glucoside fluorescence. P10253. AID 1466. 200,000 tested, 0.005% active. Potency, µM (highest dose often 76.9 µM), without a hit: top-dose activity change, negative = inhibition, actives largely listed as inhibitors;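 also: plate controls were uninhibited enzyme wells for no effect and no-enzyme background for full effect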
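Human enzyme at 4 nM with 400 uM 4-methylumbelliferyl-alpha-D-pyranoside, citrate/phosphate buffer pH 5.0, 0.005% Tween-20, 20 min at room temperature. Compounds up to 77 uM. 4-MU fluorescence (Ex 365/Em 440) read after NaOH/glycine stop; AC50 from Hill fit.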
GLA spleen mod – alpha-galactosidase A (human) modulation; Potency, µM (highest dose often 80 µM), for the others: at the highest dose activity change, negative = inhibition, actives largely listed as inhibitors; 240,000 tested, 0.008% active; human spleen homogenate, 4MU-alpha-Gal fluorescence, 40 min;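 also: 0% = enzyme with vehicle and -100% = no enzyme basal signal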
Target sequence (P06280 32-429 limits assumed): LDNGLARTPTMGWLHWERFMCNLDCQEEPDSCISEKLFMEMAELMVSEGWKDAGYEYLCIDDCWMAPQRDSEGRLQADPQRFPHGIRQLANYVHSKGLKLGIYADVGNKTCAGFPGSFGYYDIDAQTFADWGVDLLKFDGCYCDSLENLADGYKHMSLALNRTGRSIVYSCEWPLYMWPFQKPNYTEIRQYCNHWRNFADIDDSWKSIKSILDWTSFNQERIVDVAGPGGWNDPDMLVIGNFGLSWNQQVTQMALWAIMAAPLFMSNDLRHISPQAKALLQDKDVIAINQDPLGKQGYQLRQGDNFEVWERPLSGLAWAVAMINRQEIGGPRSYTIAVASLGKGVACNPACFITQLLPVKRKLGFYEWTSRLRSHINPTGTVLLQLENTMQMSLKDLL
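Spleen homogenate 1 ug + cpd (titration) + 4-MU-alpha-D-galactopyranoside 1 mM; 37C 40 min; 50 mM citrate/phosphate pH 5.0, 0.01% Tween-20; stop pH 10; fluorescence 365/440; AC50 via Hill.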
GAA glycogen mod – GAA glycogen-cleavage inhibition or activation | P10253 | recombinant GAA, glycogen substrate, Amplex Red glucose oxidase fluorescence | Potency, µM (highest dose often 76.4 µM), for the others: at the top dose activity change, negative = inhibition, most hits filed as inhibitors | 300,000 tested, 0.38% active;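 also: 0% = full enzyme reaction and -100% = no-enzyme basal signal; the screen sought inhibitors and activators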
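Natural-substrate format: glycogen cleavage by 4 nM human enzyme, glucose read by Amplex Red coupling (Ex 573, Em 610 nm). Normalized to enzyme and no-enzyme controls.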
Numbers without * were called inactive; ? = inconclusive; / = not tested or not shown; [ ] = another dose, or the depositor's remark. Calls follow the shape of the dose curve; as a rule, active = well fitted curve in the direction sought with a large enough effect; inconclusive = small, poorly fitted or top-dose-only effect, or another doubt; inactive = no such curve, though single readings can be large; an effect the other way counts as inactive or inconclusive. Potency is read from the fitted curve at half-maximal effect. This is a random part of the collection; 3.3% or so of the library scored in one or more.

Sequence of screens: aGlu spleen mod | HTT cytoprotect | GLA spleen mod | GAA glycogen mod | Tau FP inhib | GAA inhib | Tau fluor counter | Tau ThT inhib
> O=C1CCCC(=O)N1c1ccc(N2CCN(c3ccccc3)CC2)c([N+](=O)[O-])c1
    2% | 20%[10 µM] | -6% | -2% | 3% | -3% | -6% | ?
> O=C(N/N=C/c1ccccn1)C12CC3CC(CC(C3)C1)C2
    2% | -16%[10 µM] | -8% | 8% | 8% | -8% | 5% | -1%
> CCn1nc(NC(=O)c2ccncc2)c2cc3ccccc3nc21
    -10% | -3%[0.074 µM] | 12% | 1% | -12% | 0% | -19% | -11%
> CC(C)CNC(=O)c1cccc(NC(=O)C2CCCO2)c1 (configuration not stated)
    -4% | -10% | 0% | 5% | 0% | -2% | -2% | -10%
> CC1CCOC2(O1)C(=O)N(CN1CCN(c3cccc(Cl)c3)CC1)c1ccccc12 (configuration not stated)
    3% | 6% | 0% | -12% | 0% | 2% | -5% | -13%
> Cc1ccc(C(=O)C2CCOC(C)(C)C2)cc1 (configuration not stated)
    -1% | / | 1% | -6% | 5% | ? | 0% | -3%
> CCCCOCCCNC(=O)N[C@@H](CCSC)C(=O)OC
    -1% | -7%[0.074 µM] | -1% | 4% | -2% | -6% | 4% | 0%
> O=C1CC(c2ccccc2)CC2=C1CN(C1CCCCC1)CN2 (configuration not stated)
    14% | -14% | 5% | 4% | 8% | 4% | -1% | -7%
> Cc1ccccc1S(=O)(=O)Cc1ccc(C(=O)NCCCOC(C)C)o1
    2% | 10% | 1% | 6% | 5% | -6% | -7% | -14%
> Cc1cccc(C(=O)N2CCC(c3nc4ccccc4s3)CC2)c1
    3% | 13%[10 µM] | -2% | -13% | 4% | -4% | -6% | -12%
> Nc1cc(N)nc(SCC(=O)NNC(=O)c2ccc(Cl)cc2)n1
    0% | -3% | -2% | 0% | -5% | 0% | -6% | -17%
> CCNC(=O)NC(=O)COC(=O)CCCc1nc2ccccc2s1
    -5% | 0%[10 µM] | 1% | 6% | 10% | -1% | 5% | 2%
> COc1ccc(NC(C)=O)cc1S(=O)(=O)Nc1ccccc1C(=O)N1CCCC1
    -2% | / | -9% | 17% | 1% | 8% | 9% | -2%
> CC(Oc1ccc(Cl)cc1Cl)c1nc(-c2ccc(NC(=O)c3cccnc3)cc2)no1 (configuration not stated)
    -18% | -41%[inhibitor] | -11% | -8% | 16µM* | -6% | ? | -9%
> C/C(=C/c1oc2ccc(O)cc2c1[N+](=O)[O-])N(C)C
    -1% | -23%[10 µM] | -14% | 24% | -12% | 0% | ? | 4µM*
> O=C(c1ccc(CN2CCOCC2)cc1)N1CCC(Cc2ccccc2)CC1
    7% | 0% | 5% | -19% | 8% | ? | 5% | -4%
> COCCCNC(=O)CN1C(=O)CSc2ncccc21
    -4% | -13% | -2% | -3% | -5% | -4% | 0% | -12%
> CCOC(=O)N1CCN(S(=O)(=O)c2ccc(C)cc2)C1c1ccc(OC)cc1 (configuration not stated)
    -2% | 3% | 5% | -12% | 8% | ? | -13% | -5%
> CCc1ccc(C2C3=C(CC(C)(C)CC3=O)Nc3c2c(=O)[nH]c2nc(C)nn32)cc1 (configuration not stated)
    2% | -11% | 10% | 10% | 2% | 2% | -3% | -8%
> CC(=O)c1ccc(NC(=O)c2ccn[nH]2)cc1
    8% | -10%[10 µM] | 7% | 1% | -3% | 2% | 0% | -10%
> CC/C(=N\N=C1\SC(C)C(=O)N1Cc1ccco1)c1ccccc1 (configuration not stated)
    2% | 4%[10 µM] | -5% | -13% | -4% | 2% | -4% | -11%
> COc1ccc(-n2cc(C(=O)N(C)c3cc(C)ccc3OC)c3ccccc3c2=O)cc1
    / | / | / | 12%[76.3 µM] | 6% | / | -6% | ?
> c1csc(-c2nnc(COc3ncnc4sccc34)o2)c1
    4% | -7%[10 µM] | 6% | 1% | 1% | / | 1% | -3%
> CSc1ncccc1C(=O)OCC(=O)c1ccccc1Br
    -3% | -20% | -20% | -8% | 5% | -4% | -14% | -7%
> CC(=O)OCC(=O)[C@@]1(O)CC[C@H]2[C@@H]3CCC4=CC(=O)CC[C@]4(C)[C@H]3[C@@H](O)C[C@@]21C
    9% | / | 6% | 1% | 12% | 0%[15.4 µM] | 6% | -3%
> COC(=O)c1scc(C)c1NC(=O)CSc1ccc(Cl)cc1
    -10% | 4%[10 µM] | -12% | 5% | -5% | / | -14% | -13%
> COc1ccc(C)cc1NC(=O)CSc1nnc(-c2ccccn2)n1Cc1ccco1
    -4% | -19% | 8% | -9% | 6% | -8% | -6% | -14%
> CCCCCNC(=O)c1cccnc1SCC(=O)Nc1ccccc1OC
    -11% | 25%[10 µM] | -4% | 9% | -10% | 0% | -14% | -2%
> COCCCNC(=S)N1CCCN(c2nc3cc(C)c(C)cc3cc2C#N)CC1
    -10% | 21%[10 µM] | 0% | -11% | -1% | ? | -23% | ?
> O=C(O)c1ccc(-n2cccn2)nc1
    11% | 7% | -3% | -2% | 1% | ? | 9% | 5%

Quoted at random: 2 compounds from above.
Sequence of screens: aGlu spleen mod | HTT cytoprotect | GLA spleen mod | GAA glycogen mod | Tau FP inhib | GAA inhib | Tau fluor counter | Tau ThT inhib
> COCCCNC(=O)CN1C(=O)CSc2ncccc21
    -4% | -13% | -2% | -3% | -5% | -4% | 0% | -12%
> CC/C(=N\N=C1\SC(C)C(=O)N1Cc1ccco1)c1ccccc1 (configuration not stated)
    2% | 4%[10 µM] | -5% | -13% | -4% | 2% | -4% | -11%

Three structures from above, sorted by heavy-atom count, descending:
Sequence of screens: aGlu spleen mod | HTT cytoprotect | GLA spleen mod | GAA glycogen mod | Tau FP inhib | GAA inhib | Tau fluor counter | Tau ThT inhib
> CCc1ccc(C2C3=C(CC(C)(C)CC3=O)Nc3c2c(=O)[nH]c2nc(C)nn32)cc1 (configuration not stated)
    2% | -11% | 10% | 10% | 2% | 2% | -3% | -8%
> CSc1ncccc1C(=O)OCC(=O)c1ccccc1Br
    -3% | -20% | -20% | -8% | 5% | -4% | -14% | -7%
> COCCCNC(=O)CN1C(=O)CSc2ncccc21
    -4% | -13% | -2% | -3% | -5% | -4% | 0% | -12%

Additional structures follow:
Sequence of screens: aGlu spleen mod | HTT cytoprotect | GLA spleen mod | GAA glycogen mod | Tau FP inhib | GAA inhib | Tau fluor counter | Tau ThT inhib
> COc1ccc2c(c1)C(c1ccc3c(c1)OCO3)CC(=O)O2 (configuration not stated)
    0%[119 µM] | 25% | 9%[119 µM] | / | 6%[81.3 µM] | / | ? | -21%[81.4 µM]
> CC1CCC(C(C)[C@H]2CCC3C4CC(=O)C5C[C@@H](O)CC[C@]5(C)C4CC[C@@]32C)=NC1 (some centres not stated)
    7% | -56%[inhibitor] | 18% | / | 4% | / | -1% | ?
> CCC(C)NC(=O)C1=CCN(S(=O)(=O)c2ccc(C)cc2)CC1 (configuration not stated)
    -2% | 12%[10 µM] | 3% | -16% | -1% | / | -1% | /
> CC(C)c1cccc(C(C)C)c1OCCCCN1CCCC1
    -8% | -1%[10 µM] | -7% | -1% | -2% | -4% | -10% | -12%
> Cc1cccc(CN2CCN(CC(=O)O)C2=O)c1
    2% | 2%[0.074 µM] | 7% | -16% | -7% | -8%[15.4 µM] | -4% | -10%
> O=C(O)C1C2C=CC(C2)C1C(=O)NCCc1cccc(Cl)c1 (configuration not stated)
    -2% | 31%[1.9 µM] | -4% | -6% | -1% | -2% | -1% | 0%
> COc1ccc(CC(=O)Nc2cc(=O)n(C)c(=O)n2C)cc1
    3% | -18% | -2% | 8% | 1% | -2% | -8% | -9%
> Cc1ccc2oc3c(c(=O)c2c1)C(c1cccc(Br)c1)N(Cc1ccco1)C3=O (configuration not stated)
    3% | -35% | -1% | 2% | -5% | 4% | -3% | -4%
> COc1cc(C(C)=O)ccc1Oc1cnccn1
    -7% | -19% | -16% | 2% | 7% | 2% | -1% | 2%
> COc1ccc(NC(=O)C(=O)NCCc2ccccc2)cc1OC
    / | / | / | 4%[76.3 µM] | -1% | / | -10% | -12%
> O=C(c1cccs1)n1cc(C(=S)N2CCOCC2)c2ccccc21
    0% | -2% | -1% | 2% | -6% | -11% | -12% | 9%
> C/C(=N\NC(=O)c1cccc(Cl)c1)c1cccc(NC(=O)c2ccco2)c1
    2% | 13%[10 µM] | 5% | 1% | -1% | -7% | -25% | ?
> NC(=S)N/N=C/c1ccccc1OCc1cccc(Cl)c1
    1% | -52%[inhibitor] | 7% | -27% | -8% | -11% | -29% | -7%
> COC(=O)C1=C(C)N(c2ccc(OC)c(OC)c2)C(=O)/C1=C\c1cccs1
    0% | / | -9% | 13% | -12% | 0% | -12% | ?
> Cc1nc(SCC(=O)Nc2c(C)n(C)n(-c3ccccc3)c2=O)nc(C)c1C
    5% | 27% | 14% | 3% | 0% | -6% | 1% | 0%
> CCCCn1nc2cc(C(=O)NCCc3ccc(C)cc3)ccc2c1OCC
    -3% | -20% | -13% | 12% | 6% | 1% | -6% | ?
> Cc1ccc(-c2cc(C(=O)N3CCCC3)no2)cc1
    -2% | -150%[inhibitor][0.074 µM] | 5% | 4% | 1% | 5% | -1% | 1%
> O=C(CC1S/C(=N/N=C/c2cccs2)NC1=O)Nc1ccc(Cl)cc1 (configuration not stated)
    2% | -8%[10 µM] | 8% | -3% | -26% | -11% | ? | -9%
> CC(C)(C)c1ccc(C(=O)NNC(=O)c2cccc(-n3cnnn3)c2)cc1
    -1% | -7%[10 µM] | 5% | 3% | 3% | / | -5% | /
> Cc1ccc2c(CN3CCN(S(=O)(=O)c4ccc5c(c4)OCCO5)CC3)cc(=O)oc2c1C
    -6% | -18% | -5% | -2% | -6% | -5% | -10% | -3%
> COC(=O)Cn1c(C(=O)N(C)C)cc2c1C[C@H]1CN(C(=O)c3ccccc3)[C@@](Cc3ccc(F)cc3)(C(=O)OC)[C@@H]21
    4% | 13% | -2% | / | 7% | / | 1% | 0%
> CCOC(=O)CC(=O)Nc1nc2ccccc2s1
    4% | 1% | 6% | 5% | -4% | -6% | -14% | -12%
> CC(=O)N1CCc2cc(S(=O)(=O)NCCN3CCC(C)CC3)ccc21
    11% | 6%[10 µM] | 7% | -8% | -1% | 8% | -6% | -4%

Source: PubChem (National Center for Advancing Translational Sciences (NCATS))
